MBNL1 CUG block = MBNL1-poly(CUG) RNA binding inhibition; Potency, µM (highest dose often 57.5 µM), inactives show at the top dose activity change, negative = inhibition, usual class: inhibitors; TR-FRET MBNL1-His/biotin-(CUG)12 binding, 665/545 ratio; AID 2675; Q9NR56; 280,000 tested, 0.036% active; active means well fitted inhibition curve with a large enough effect in the signal ratio, with a control signal flat, not every such curve was filed as active; inconclusive means small, poorly fitted or top-dose-only effect, or effect the other way, or a change in a side signal; inactive means no such curve, though single readings can be large or run the other way; the % refers to the signal ratio; further: on the % scale 0 is the no-effect control and ±100 the full control effect
Target sequence (Q9NR56 whole entry, looked up): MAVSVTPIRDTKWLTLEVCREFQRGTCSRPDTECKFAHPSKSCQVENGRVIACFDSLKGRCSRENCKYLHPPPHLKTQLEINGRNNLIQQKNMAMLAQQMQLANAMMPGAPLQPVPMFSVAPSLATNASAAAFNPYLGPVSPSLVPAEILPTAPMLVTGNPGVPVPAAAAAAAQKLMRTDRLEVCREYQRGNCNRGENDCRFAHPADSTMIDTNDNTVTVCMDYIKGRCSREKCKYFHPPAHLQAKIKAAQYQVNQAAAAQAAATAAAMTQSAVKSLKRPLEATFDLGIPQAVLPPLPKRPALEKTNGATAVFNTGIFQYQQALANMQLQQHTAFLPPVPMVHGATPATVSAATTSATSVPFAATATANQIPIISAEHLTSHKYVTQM
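TR-FRET readout: Ex 340 nm, 665/545 nm emission ratio, normalized to buffer-only (basal) and MBNL1-(CUG)12 controls. Complex of MBNL1-His with Biotin-(CUG)12, compounds 92 nM–58 uM, incubated 60 min at room temperature.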
uPA generation = inhibitors of cell surface uPA generation | cell surface uPA generation assay, qHTS | Potency, µM (doses to about 38.3 µM), for inactives: top-dose activity change, negative = inhibition, actives largely listed as inhibitors | 330,000 tested, 0.31% active; active means well fitted inhibition curve with a large enough effect; inconclusive means small, poorly fitted or top-dose-only effect; inactive means no such curve, though single readings can be large or run the other way; tested in mouse RAW 264.7 cells; further: on the % scale 0 is the no-effect control and ±100 the full control effect; nearly all actives have a fitted effect of over 55% in size
NPC1 promoter act = NPC1 promoter activation | Huh7 NPC1 promoter luciferase reporter, 24 h | Potency, µM (series often up to 9.22 µM), inactives show at the highest dose activation, actives largely listed as activators | 320,000 tested, 2.4% active;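 further: % of control where 0% means no effect; nearly all actives have a fitted effect of over 60% in size; reporter is driven by a mutant NPC1 promoter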
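Huh7 reporter cells (NPC1 promoter driving luciferase) are dosed with compound for 24 h at 37 °C, 5% CO2; luciferase detection reagent is then added and luminescence measured after 10 min at ambient temperature.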
ELG1 genotoxic = inducers of genotoxicity in HEK293T ELG1-luciferase cells | Potency, µM (series often up to 46 µM), for inactives: top-dose activity change, positive = activation, hits mostly activators | 330,000 tested, 1.3% active | AID 504466 | HEK293T ELG1-luciferase reporter, luminescence, 16 h; further: % of control where 0% means no effect; nearly all actives have a fitted effect of over 60% in size
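HEK293T cells expressing luciferase-tagged ELG1 were exposed to compound or DMSO vehicle for 16 hr at 37 °C and 5% CO2. Luciferase activity was then measured with ONE-Glo after 30 min at room temperature.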
RORg inh = ROR gamma (mouse) transcription inhibition; P51450; Potency, µM (series often up to 53.6 µM), for inactives: at the highest dose activity change, negative = inhibition, actives largely listed as inhibitors; 310,000 tested, 5.4% active; Drosophila S2 Gal4-RORgamma UAS-luciferase reporter, 20 h; AID 2551; further: on the % scale 0 is the no-effect control and ±100 the full control effect; nearly all actives have a fitted effect of over 60% in size
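Drosophila Schneider cells stably carrying a metallothionein-driven Gal4 DBD–ROR gamma fusion and a UAS-Photinus luciferase reporter were exposed to compound for 1 hr, then induced with copper sulfate (700 uM final) for 20 hr at ambient temperature before luminescence reading.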
Gal4-VP16 FLuc = inhibits Gal4-VP16 luciferase reporter, ROR gamma counter-screen; Drosophila S2 Gal4-VP16 UAS-luciferase, luminescence, 20 h; Potency, µM (top dose mostly 53.6 µM), without a hit: top-dose activity, negative = inhibition, most hits filed as inhibitors; 310,000 tested, 3.5% active;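 further: Gal4-VP16 expression switched on by copper sulfate through the metallothionein promoter; on the % scale 0 is the no-effect control and ±100 the full control effect; nearly all actives have a fitted effect of over 50% in size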
BRCA1 expr act = activators of BRCA1 expression | MCF7-BRCA1-FFLuc reporter, luminescence, 48 h; response scale: scaled: vehicle 0%, 10 µM genistein 100% | Potency, µM (titrated, usually from 46.1 µM), for inactives: at the highest dose activation, most hits filed as activators | 380,000 tested, 1.1% active; further: nearly all actives have a fitted effect of over 80% in size; some results filed as inactive show a strong effect at the top dose
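Quantitative HTS in MCF7 cells stably reporting BRCA1 expression via firefly luciferase. Compound treatment lasts 48 h at 37 °C in phenol-red free MEM. Activation is expressed relative to genistein at 10 microM and DMSO.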
p53 reactivator = re-activators of mutant p53 | H1299 p53-A138V BP100-luciferase reporter, luminescence, 24 h | 320,000 tested, 0.063% active | Potency, µM (highest dose often 92.2 µM), for inactives: at the top dose activity change, positive = activation, hits mostly activators; further: % of control where 0% means no effect; nearly all actives have a fitted effect of over 45% in size
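H1299 (p53-null), stable ts p53-A138V + BP100-Luc; 1000 cells/well, Opti-MEM/10% FBS; cpd 4 pt, 1:5; 24 h, 37 deg C, 5% CO2; detection reagent 10 min RT; luminescence.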
CXXC DNA block = MLL CXXC-DNA interaction inhibition | Q03164 | MLL-CXXC / FITC-HOXA9 DNA fluorescence polarization | Potency, µM (titrated, usually from 115 µM), for the others: top-dose activity change, negative = inhibition, usual class: inhibitors | 290,000 tested, 0.037% active | AID 2662; active means well fitted inhibition curve with a large enough effect in the polarisation, with a control signal flat, not every such curve was filed as active; inconclusive means small, poorly fitted or top-dose-only effect, or effect the other way, or a change in a side signal; inactive means no such curve, though single readings can be large or run the other way; the % refers to the polarisation
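Steps: dispense CXXC domain solution (7 uM) → pin compounds or unlabeled HOX-A9 DNA control → 5 min ambient → add FLSN-HOX-A9 solution (50 nM) → spin → 30 min ambient → fluorescence polarization. Tris pH 7.5/NaCl/DTT/BSA buffer.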
FLuc counter = firefly luciferase modulation, counter-screen for miR-21 project | P08659 | purified FLuc, Km substrates, luminescence inhibition | Potency, µM (titrated, usually from 57.5 µM), for inactives: at the highest dose activity change, negative = inhibition, actives largely listed as inhibitors | 360,000 tested, 6.9% active;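 further: plate controls were vehicle for no effect and reference inhibitor for full effect; nearly all actives have a fitted effect of over 55% in size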
Target sequence (P08659 whole entry, looked up): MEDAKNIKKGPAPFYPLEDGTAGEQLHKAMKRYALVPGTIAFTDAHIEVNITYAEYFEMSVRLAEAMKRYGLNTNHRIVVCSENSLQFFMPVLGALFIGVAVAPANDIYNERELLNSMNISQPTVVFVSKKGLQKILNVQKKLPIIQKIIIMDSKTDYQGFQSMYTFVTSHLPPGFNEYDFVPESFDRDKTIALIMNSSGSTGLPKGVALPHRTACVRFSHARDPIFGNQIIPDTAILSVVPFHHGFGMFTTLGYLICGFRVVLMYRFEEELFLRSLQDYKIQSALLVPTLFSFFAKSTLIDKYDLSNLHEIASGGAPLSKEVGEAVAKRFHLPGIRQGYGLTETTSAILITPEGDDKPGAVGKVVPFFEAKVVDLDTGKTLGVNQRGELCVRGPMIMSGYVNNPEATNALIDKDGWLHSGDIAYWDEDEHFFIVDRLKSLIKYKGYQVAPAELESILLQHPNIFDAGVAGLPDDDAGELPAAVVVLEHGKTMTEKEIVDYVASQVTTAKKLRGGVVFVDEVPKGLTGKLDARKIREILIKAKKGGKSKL
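Purified P. pyralis luciferase, 10 nM final, with Km-level 10 uM D-luciferin and 10 uM ATP in 50 mM Tris acetate pH 7.5, 10 mM Mg acetate, 0.01% Tween-20, 0.05% BSA; 6-point qHTS titration about 60 µM downward; luminescence read.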
Rab9 promoter act = Rab9 promoter activation; Huh7 Rab9 promoter-luciferase reporter, luminescence, 24 h; Potency, µM (doses to about 9.22 µM), inactives show at the highest dose activation, negative = inhibition, actives largely listed as activators; 320,000 tested, 2.8% active; AID 485297; further: % of control where 0% means no effect; nearly all actives have a fitted effect of over 60% in size
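Luciferase signal after 10 min detection reagent at ambient indicates Rab9 promoter upregulation; stably transfected Huh7 cells were treated 24 h with compound in DMSO at 37 °C, 5% CO2.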
Active calls of the source: *; [ ] = dose if it differs, or a comment. Unless noted, the call rests on the fitted dose curve; in most records, active means well fitted curve in the direction sought with a large enough effect; inconclusive means small, poorly fitted or top-dose-only effect, or another doubt; inactive means no such curve, though single readings can be large; an effect the other way counts as inactive or inconclusive. Potency means the concentration at half of the fitted maximal effect. Only part of the results is shown. The share of hits here may be higher or lower than overall.

For CC(CCc1ccccc1)NC(=O)C(Cc1ccccc1)NS(=O)(=O)c1cccs1 (configuration not stated) the results were MBNL1 CUG block -2%, uPA generation 6%, NPC1 promoter act -3%, ELG1 genotoxic -3%, RORg inh -5%, Gal4-VP16 FLuc 0%, BRCA1 expr act -36%, p53 reactivator 1%, CXXC DNA block -3%, FLuc counter 7% and Rab9 promoter act 1%.
CCc1cccc(NC(=O)CCc2c(C)nn(-c3ccc(N4CCCCC4)nn3)c2C)c1 was read as MBNL1 CUG block 8%, uPA generation -11%, NPC1 promoter act 24%, ELG1 genotoxic 14%, RORg inh -3%, Gal4-VP16 FLuc -5%, BRCA1 expr act 90%, p53 reactivator 27%, CXXC DNA block 13%, FLuc counter 11µM* and Rab9 promoter act inconclusive.
For CCOC(=O)N1CCN(c2c(N3CC=C(c4ccccc4)CC3)c(=O)c2=O)CC1 the results were MBNL1 CUG block inconclusive, uPA generation inconclusive, NPC1 promoter act -2%, ELG1 genotoxic -2%, RORg inh 5%, Gal4-VP16 FLuc 4%, BRCA1 expr act -22%, p53 reactivator -3%, CXXC DNA block -2%, FLuc counter 4% and Rab9 promoter act 6%.
For Cc1cc(C(=O)NNS(=O)(=O)c2cc(C(=O)O)ccc2Cl)c(C)n1-c1ccccc1 the results were uPA generation 3%, NPC1 promoter act -2%, ELG1 genotoxic 0%, BRCA1 expr act -9%, p53 reactivator 0%, FLuc counter 24µM* and Rab9 promoter act -7%.
O=C(NCCO)c1cc2cc(Cl)cc(Cl)c2oc1=O was read as MBNL1 CUG block inconclusive, uPA generation -2%, NPC1 promoter act -4%, ELG1 genotoxic 14%, RORg inh 8%, Gal4-VP16 FLuc -3%[10 µM], BRCA1 expr act -25%, p53 reactivator 2%, CXXC DNA block 0%, FLuc counter inconclusive and Rab9 promoter act -7%.
For NC(=O)c1cc([N+](=O)[O-])ccc1N1CCN(Cc2ccccc2)CC1 the results were MBNL1 CUG block inconclusive, uPA generation 3%, NPC1 promoter act 2%, ELG1 genotoxic -3%, RORg inh -16%, Gal4-VP16 FLuc -16%, BRCA1 expr act 2%, p53 reactivator 19%, CXXC DNA block -7%, FLuc counter -1% and Rab9 promoter act -2%.
Screening Cc1c(C(=O)Nc2ccccc2)sc2nc3n(c(=O)c12)CCCCC3 returned MBNL1 CUG block 1%, uPA generation 3%, NPC1 promoter act inconclusive, ELG1 genotoxic 10%, RORg inh 10%, Gal4-VP16 FLuc 2%, BRCA1 expr act inconclusive, p53 reactivator inconclusive, CXXC DNA block -6%, FLuc counter inconclusive and Rab9 promoter act 2.5µM*.
`COCCN(C(=O)CSc1nc2ccccc2c(=O)n1CCOC)c1c(N)n(Cc2ccccc2)c(=O)[nH]c1=O` gave MBNL1 CUG block 0%, uPA generation 2%, NPC1 promoter act -4%, ELG1 genotoxic 0%, RORg inh 20%, Gal4-VP16 FLuc 12%, BRCA1 expr act -4%, p53 reactivator -5%, CXXC DNA block -3%, FLuc counter -3% and Rab9 promoter act 4%.
COc1ccc(C2Nc3ccccc3C(=O)N2NS(=O)(=O)c2ccccc2)cc1 (configuration not stated) was read as MBNL1 CUG block 1%, uPA generation 2%, NPC1 promoter act -4%, ELG1 genotoxic -1%, RORg inh 3%, Gal4-VP16 FLuc -13%, BRCA1 expr act -20%, p53 reactivator 4%, CXXC DNA block -1%, FLuc counter 4% and Rab9 promoter act -9%.
CC(=O)Nc1ccc(N2C(=O)CSC2c2ccccc2)cc1 (configuration not stated) was read as MBNL1 CUG block 6%, uPA generation 0%, NPC1 promoter act -2%, ELG1 genotoxic 0%, RORg inh 1%, Gal4-VP16 FLuc -3%, BRCA1 expr act 0%, p53 reactivator -6%, CXXC DNA block 29%, FLuc counter -1% and Rab9 promoter act -2%.
O=C(CN1C(=O)NC2(CCCCC2)C1=O)N1CCN(S(=O)(=O)c2ccc(F)cc2)CC1 was read as uPA generation -1%, NPC1 promoter act -3%, ELG1 genotoxic 0%, BRCA1 expr act -11%, p53 reactivator 4%, FLuc counter 1% and Rab9 promoter act 2%.
`O=C(Nc1ccc(Cl)cc1)N1CCOC12CCC1(CC2)OCCO1` gave MBNL1 CUG block -4%, uPA generation 6%, NPC1 promoter act 3%, ELG1 genotoxic -1%, RORg inh 3%, Gal4-VP16 FLuc -5%, BRCA1 expr act 43%, p53 reactivator -1%, CXXC DNA block -10%, FLuc counter 17µM* and Rab9 promoter act 16%.
Screening CC(C)CC1NC(=O)N(CC(=O)Nc2ccccc2-c2ccccc2)C1=O (configuration not stated) returned MBNL1 CUG block -4%, uPA generation 1%, NPC1 promoter act -3%, ELG1 genotoxic -13%, RORg inh -3%, Gal4-VP16 FLuc 3%[10 µM], BRCA1 expr act -6%, p53 reactivator 1%, CXXC DNA block 11%, FLuc counter 3% and Rab9 promoter act -6%.
For O=C(CC1NC(=O)NC1=O)Nc1ccccc1 (configuration not stated) the results were MBNL1 CUG block 6%, uPA generation 0%, NPC1 promoter act -2%, ELG1 genotoxic 1%, RORg inh -8%, Gal4-VP16 FLuc 9%, BRCA1 expr act -4%[1.84 µM], p53 reactivator 0%, CXXC DNA block -4%, FLuc counter 2% and Rab9 promoter act -2%.
Screening CCCOc1nc2c(c(=O)n(C)c(=O)n2C)n1CCC returned MBNL1 CUG block -10%, uPA generation 0%, NPC1 promoter act 9%, ELG1 genotoxic -2%, RORg inh 0%, Gal4-VP16 FLuc -6%, BRCA1 expr act -5%, p53 reactivator -2%, CXXC DNA block -10%, FLuc counter 1% and Rab9 promoter act -1%.
For CCN1/C(=C2\C(=O)N(c3ccccc3)N=C2C)C=Cc2cc(C)ccc21 the results were MBNL1 CUG block inconclusive, uPA generation 6%, NPC1 promoter act -4%, ELG1 genotoxic 0%, RORg inh 18%, Gal4-VP16 FLuc -6%, BRCA1 expr act -4%, p53 reactivator 2%, CXXC DNA block 6%, FLuc counter -2% and Rab9 promoter act -4%.
For Cc1onc(-c2ccccc2Cl)c1C(=O)N1CCCCC1C(=O)O (configuration not stated) the results were MBNL1 CUG block -1%, uPA generation -8%, NPC1 promoter act -1%, ELG1 genotoxic 0%, RORg inh -20%, Gal4-VP16 FLuc -2%, BRCA1 expr act -9%, p53 reactivator -1%, CXXC DNA block -11%, FLuc counter 1% and Rab9 promoter act 4%.
Screening C=CCN1CC(c2nc3ccccc3n2CCOc2ccccc2)CC1=O (configuration not stated) returned MBNL1 CUG block -7%, uPA generation -6%, NPC1 promoter act 2%, ELG1 genotoxic -1%, RORg inh -18%, Gal4-VP16 FLuc -6%, BRCA1 expr act -20%, p53 reactivator -5%, CXXC DNA block -1%, FLuc counter -9% and Rab9 promoter act 4%.
Screening Cc1cc(C)n(CC(=O)N2c3ccccc3Sc3ccccc32)n1 returned MBNL1 CUG block 4%, uPA generation 6%, NPC1 promoter act 0%, ELG1 genotoxic 2%, RORg inh 7.1µM*, Gal4-VP16 FLuc -30%, BRCA1 expr act -5%, p53 reactivator -17%, CXXC DNA block 2%, FLuc counter -4% and Rab9 promoter act -7%.
For O=S(=O)(Nc1ccccc1N1CCOCC1)c1ccc(F)c(Cl)c1 the results were MBNL1 CUG block -6%, uPA generation 8%, NPC1 promoter act -6%, ELG1 genotoxic -10%, RORg inh -1%, Gal4-VP16 FLuc 0%, BRCA1 expr act 2%, p53 reactivator -3%, CXXC DNA block -7%, FLuc counter 6% and Rab9 promoter act 1%.
Screening Cc1noc(C)c1S(=O)(=O)N1CCCC(C(=O)Nc2cccnc2)C1 (configuration not stated) returned MBNL1 CUG block 4%, uPA generation -2%, NPC1 promoter act -3%, ELG1 genotoxic 2%, RORg inh 5%, Gal4-VP16 FLuc -18%, BRCA1 expr act -26%, p53 reactivator -9%, CXXC DNA block 0%, FLuc counter 0% and Rab9 promoter act 1%.
Screening CCOC(=O)C1=C(COC(=O)c2ncc(Cl)c(Cl)c2Cl)NC(=O)NC1C (configuration not stated) returned uPA generation -12%, NPC1 promoter act 9%, ELG1 genotoxic -1%, BRCA1 expr act -7%, p53 reactivator 0%, FLuc counter 1% and Rab9 promoter act -5%.
